# Source: PubChem BioAssay
# Pol iota inh: DNA polymerase iota (human) inhibition. Potency, µM (titrated, usually from 115 µM), for the others: at the top dose activity, negative = inhibition, actives largely listed as inhibitors. hit rate 1% among 390,000. Pol iota fluorescent replication assay, 10 min. AID 588590; note: potency is the fitted concentration of half-maximal effect
#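 Fluorescent replication assay read twice, at 0 min and 10 min after adding 50 nM (final) substrate. Enzyme (10 nM) and compounds were first incubated 15 min at room temperature; enzyme-free buffer wells were negative controls.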
# POLB inh: inhibitors of human DNA polymerase beta | P06746 | Pol beta primer extension/strand displacement, fluorescence kinetic | Potency, µM (titrated, usually from 114 µM), for the others: top-dose activity change, negative = inhibition, most hits filed as inhibitors | hit rate 1.3% among 340,000; note: potency is the fitted concentration of half-maximal effect; % is set by controls: 0 for no effect and ±100 for the full control effect
#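 10 nM enzyme + cpd, 15 min RT; start with substrate 50 nM final; read 0 min and after 10 min RT. Corrected, normalized data; 4-parameter Hill curve fit.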
# APEX1 inh: inhibitors of human APE1 endonuclease. recombinant APE1, TAMRA/BHQ-2 abasic DNA cleavage fluorescence. Potency, µM (titrated, usually from 65.8 µM), for inactives: at the top dose activity change, negative = inhibition, hits mostly inhibitors. hit rate 0.35% among 350,000;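 note: potency is the fitted concentration of half-maximal effect; plate controls were vehicle for no effect and reference inhibitor for full effect; nearly all actives have a fitted effect of over 55% in size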
#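 Quantitative HTS: incision of a TAMRA/BHQ-2 double-stranded substrate bearing a tetrahydrofuran abasic site by 0.75 nM APE1 raises fluorescence. Substrate 50 nM final, added after 15 min compound preincubation at room temperature; progress as third-minus-first kinetic read difference.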
# Pol kappa inh: blocks human DNA polymerase kappa activity. purified Pol kappa, fluorescent DNA synthesis assay, 10 min. hit rate 0.53% among 400,000. Potency, µM (titrated, usually from 107 µM), for the others: at the top dose activity, negative = inhibition, actives largely listed as inhibitors; note: potency is the fitted concentration of half-maximal effect; % is set by controls: 0 for no effect and ±100 for the full control effect
#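 First, compounds were pin-transferred onto 10 nM Pol kappa. After 15 min at room temperature, substrate was added to 50 nM final. Fluorescence was then measured kinetically at 0 and 10 min.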
# GRP78 ERSR act: induces the endoplasmic reticulum stress response in human glioma cells; hit rate 0.02% among 420,000; U87-MG GRP78 promoter luciferase reporter, 16 h; AID 602332; Potency, µM, without a hit: top-dose activation, actives largely listed as activators; note: potency is the fitted concentration of half-maximal effect; series mostly up to about 76 µM; % of control where 0% means no effect; nearly all actives have a fitted effect of over 35% in size
#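 ERSR induction read as luciferase luminescence (Bright-Glo, 10 min at room temperature) in stably transfected human U87-MG glioma cells exposed to compounds for 16 h, using GRP78 as sensor.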
# LDHA block: blocks human lactate dehydrogenase A. hit rate 0.15% among 480,000. activity change, % (values are at about 110 or 230 µM). purified LDHA, NADH/diaphorase-resazurin fluorescence; stronger effect = lower value; in the data active = activity change below about -30%; inconclusive = mostly about -25% to -30%;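 note: plate controls were DMSO wells for no effect and wells without enzyme for full effect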
#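 Enzyme activity of human lactate dehydrogenase 5 (2 nM; 0.06 mM NADH, 0.2 mM pyruvate, 5 min, RT) is measured via a resazurin/diaphorase fluorescence readout of residual NADH.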
# BLM inh: blocks DNA unwinding by human BLM helicase | recombinant BLM DNA unwinding, fluorescence dequenching | Potency, µM (top dose mostly 56.1 µM), inactives show at the top dose activity change, negative = inhibition, actives largely listed as inhibitors | AID 2528 | P54132 | hit rate 0.2% among 350,000;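 note: potency is the fitted concentration of half-maximal effect; plate controls were vehicle for no effect and no enzyme for full effect; nearly all actives have a fitted effect of over 35% in size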
# Target sequence (P54132 whole entry, looked up): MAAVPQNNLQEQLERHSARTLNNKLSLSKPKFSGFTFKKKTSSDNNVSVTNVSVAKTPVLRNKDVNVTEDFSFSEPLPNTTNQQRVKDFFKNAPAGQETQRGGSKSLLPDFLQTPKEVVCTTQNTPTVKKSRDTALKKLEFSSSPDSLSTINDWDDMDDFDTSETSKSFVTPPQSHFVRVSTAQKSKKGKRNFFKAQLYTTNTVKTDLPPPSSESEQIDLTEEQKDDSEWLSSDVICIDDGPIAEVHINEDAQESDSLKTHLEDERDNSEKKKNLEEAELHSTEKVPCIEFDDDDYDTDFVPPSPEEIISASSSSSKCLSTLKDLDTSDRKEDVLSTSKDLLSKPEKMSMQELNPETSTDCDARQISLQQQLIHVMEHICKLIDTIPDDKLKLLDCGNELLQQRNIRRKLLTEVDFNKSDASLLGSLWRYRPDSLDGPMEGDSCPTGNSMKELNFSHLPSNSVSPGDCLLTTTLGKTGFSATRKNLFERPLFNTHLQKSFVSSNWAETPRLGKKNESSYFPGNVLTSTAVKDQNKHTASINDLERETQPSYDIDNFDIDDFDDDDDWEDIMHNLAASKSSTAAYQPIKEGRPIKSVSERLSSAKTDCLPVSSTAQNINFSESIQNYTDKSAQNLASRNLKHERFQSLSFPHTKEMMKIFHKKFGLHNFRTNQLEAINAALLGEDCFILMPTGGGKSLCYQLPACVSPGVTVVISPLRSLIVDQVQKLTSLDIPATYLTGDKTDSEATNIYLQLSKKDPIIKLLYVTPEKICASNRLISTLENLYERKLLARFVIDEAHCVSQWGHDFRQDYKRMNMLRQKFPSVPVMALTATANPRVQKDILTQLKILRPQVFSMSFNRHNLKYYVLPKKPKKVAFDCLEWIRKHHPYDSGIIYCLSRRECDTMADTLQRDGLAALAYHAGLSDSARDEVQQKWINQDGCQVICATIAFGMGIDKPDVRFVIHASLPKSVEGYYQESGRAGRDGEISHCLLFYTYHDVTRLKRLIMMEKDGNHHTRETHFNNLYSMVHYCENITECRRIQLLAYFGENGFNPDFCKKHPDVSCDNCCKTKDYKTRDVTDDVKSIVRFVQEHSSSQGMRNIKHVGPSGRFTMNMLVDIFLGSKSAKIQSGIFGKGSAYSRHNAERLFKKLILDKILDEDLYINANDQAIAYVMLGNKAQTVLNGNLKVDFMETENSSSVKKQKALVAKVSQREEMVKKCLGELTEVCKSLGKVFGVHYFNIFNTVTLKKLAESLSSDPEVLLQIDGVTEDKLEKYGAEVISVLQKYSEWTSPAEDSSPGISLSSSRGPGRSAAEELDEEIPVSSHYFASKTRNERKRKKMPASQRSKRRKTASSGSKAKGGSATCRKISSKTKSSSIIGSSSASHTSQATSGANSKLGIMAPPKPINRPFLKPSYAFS
# POLH inh: blocks human DNA polymerase eta activity | AID 588591 | recombinant Pol eta, fluorescent DNA replication assay | hit rate 1.2% among 390,000 | Potency, µM (top dose mostly 114 µM), inactives show at the top dose activity change, negative = inhibition, most hits filed as inhibitors | Q9Y253; note: potency is the fitted concentration of half-maximal effect; % is set by controls: 0 for no effect and ±100 for the full control effect
#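 Pol eta at 10 nM preincubated with compounds 15 min at room temperature; reaction started with fluorescent substrate (50 nM final) and read kinetically at 0 and 10 min.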
# Apoferritin bind: binds horse apoferritin like a general anesthetic; P02791; apoferritin/1-aminoanthracene competitive binding, fluorescence; Potency, µM (series often up to 77.5 µM), for the others: at the highest dose activity change, negative = displacement, usual class: inhibitors; hit rate 0.074% among 350,000; AID 485281; note: potency is the fitted concentration of half-maximal effect; % is set by controls: 0 for no effect and ±100 for the full control effect; nearly all actives have a fitted effect of over 20% in size
#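 Concentration-response curves derived by four-parameter Hill fitting of normalized fluorescence, where compounds displaced 1-AMA from 10 uM horse apoferritin following a brief 10 min room-temperature incubation; propofol titration acted as positive control.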
# The depositor's hits bear a star; ? = inconclusive; . = not tested or not shown; & = joins results of further samples; [ ] = remark or other dose. Unless noted, calls come from the whole dose curve; as a rule, active = well fitted curve in the direction sought with a large enough effect; inconclusive = small, poorly fitted or top-dose-only effect, or another doubt; inactive = no such curve, though single readings can be large; an effect the other way counts as inactive or inconclusive. A portion of the library; rates above refer to the full screens.
SMILES,Pol iota inh,POLB inh,APEX1 inh,Pol kappa inh,GRP78 ERSR act,LDHA block,BLM inh,POLH inh,Apoferritin bind
COc1ccc(NC2C[C@H]3CCCC(=O)N4CC[C@@H](C2)[C@@H]34)cc1 (stereo partly specified),.,.,-3.3%,-3.6%,50.1µM*,.,-3.2%[75.6 µM],.,-12.7%[110 µM]
COc1cccc(C2CN(c3ccc(F)cc3F)N=C2c2cccs2)c1OC (stereo unspecified),-4.7%,0.6%,-7.1%,0.6%,0.2%,1.1,-5.1%,-11.9%,417.9%[activator]
CCOCCCNC(=O)c1cc2c(=O)n3cccc(C)c3nc2n1C,-13.8%,?,-2.8%,5.3%,-4.6%,-6.4,1.1%,-4.3%,9.6%
CCn1ccnc1CN(C)Cc1cn(C)nc1-c1ccccc1F,51.3%[activator],10.8%,1.2%,-11.9%,-1.2%,-6.8,-0.7%,-11.4%,-6.0%
Cc1ccc2cc3cc(C(=O)NCCCN4CCc5ccccc5C4)oc3nc2c1,?,6.7%,3.8%,-1.8%,-6.8%,2.7,38.7%[activator],-10.9%,-8.2%
CCOC(=O)N1CCN(C(=O)CN(c2ccccc2)S(C)(=O)=O)CC1,105.6%[activator],-0.3%,2.2%,1.7%,-1.7%,-2.9,-4.3%,-2.8%,-2.4%
CCc1ccc(N(C(=O)Cn2nnc(-c3ccccc3)n2)C(C(=O)NC2CCCCC2)c2ccccn2)cc1 (stereo unspecified),9.5%,-1.8%,5.8%,-6.7%,0.0%,1.1,-1.8%,-6.8%,3.9%
Cc1c(NC(=O)c2cc(=O)c3ccccc3o2)c(=O)n(-c2ccccc2)n1C,12.8%,3.2%,.,3.8%,-3.5%,-1.1,0.2%,-10.5%,1.8%
O=[N+]([O-])c1cccc2c(S(=O)(=O)N3CCCCC3)cccc12,-4.8%,2.6%,45.0%,-0.3%,-0.6%,-6.3,-9.5%,-7.4%,?
Cc1c(C(=O)N2CCC[C@H]2CO)oc2c(F)cccc12,-15.8%,1.5%,17.4%,3.9%,8.0%,1.0,-2.4%,4.7%,-1.7%
O=C1/C(=C/c2ccc([N+](=O)[O-])cc2)CCC1C1CCCC1 (stereo unspecified),-12.7%,-1.3%,35.9%,-14.9%,-0.6%,-0.7,0.5%,3.9%,-5.7%
COc1ccc(C(=O)c2ccc(C)cc2)c(OC)c1OC,106.8%[activator],.,.,-9.5%,6.2%,-0.6,.,-7.6%,.
Nc1c(NC=O)c(=O)n(Cc2ccccc2)c(=O)n1Cc1ccccc1,-3.1%[58.9 µM],.,.,-5.0%,-2.8%,-5.6,.,-17.6%,.
CCOc1ccc(C(C)=O)cc1COc1ccc(-c2nnco2)cc1,6.8%,3.1%,-2.7%,-9.3%,-4.4%,-9.2,-2.6%,-7.3%,-10.1%
O=C(N/N=C/c1cn(-c2ccccc2)nc1-c1cccs1)c1ccccc1F,13.0%,1.4%,-7.0%,-9.8%,4.9%,-2.0,-9.2%,-18.8%,-8.6%
CC1Cc2ccccc2N1C(=O)CN1CCCCC1 (stereo unspecified),0.7%,0.5%,30.5%,-7.0%,-3.3%,-4.4,-1.7%,-11.9%,4.9%
N/C(=N\S(=O)(=O)c1cc(C(F)(F)F)cc(C(F)(F)F)c1)c1ccccc1,3.3%,-7.9%,-4.0%,-21.7%,3.6%,-1.1,-18.2%,-26.6%,-16.2%
O=C(CSc1nnc(C2CC2)n1C1CC1)c1ccc(Br)s1,44.6%[activator],.,21.7%,-5.5%,5.9%,-1.3,.,-19.8%,.
COc1cccc(-c2ccc3c(c2)C2CC3CCN2C(=O)c2ccc(Cl)cc2)c1 (stereo unspecified),58.0%[activator],.,.,-0.1%,-2.0%,0.4,.,-8.0%,.
COC(=O)c1ccccc1NC(=O)c1ccc(COc2cccc3ccccc23)o1,0.6%,8.3%,10.1%,-1.6%,-6.5%,5.5,-16.8%,?,-14.8%
Cn1cccc1C(=O)c1ccc(Cl)cc1Cl,6.3%,2.5%,-2.4%,-0.9%,-5.7%,-3.6,-4.4%,-10.4%,?
COC(=O)c1c(C)sc(-c2c(-c3ccc(F)cc3)[nH]c3[nH]c(=O)[nH]c(=O)c23)c1O,?,56.2µM*,.,?,.,-4.3,-7.1%,.,?
CN(C)Cc1ccccc1-c1nc(NC2CC2)c2ccccc2n1,.,.,-0.4%,7.0%[60.1 µM],-3.4%,.,50.3%[activator],.,.
CCCCn1c(N)c(N(CC(C)C)C(=O)CN2C(=O)c3ccccc3C2=O)c(=O)[nH]c1=O,0.5%,.,13.3%,-2.8%,-2.1%,-2.5,.,-19.2%,.
CCOCCCn1c(SCC(=O)Nc2ccccc2CC)nc2ccccc2c1=O,-14.1%,34.5%[activator],.,-7.4%[60.1 µM],-0.6%,-3.0,-0.6%,-1.2%,-10.0%
FC(F)(F)c1ccc(CN2CCN(Cc3ccco3)CC2)cc1,20.3%,0.6%,21.9%,1.5%,-2.4%,-3.7,-2.3%,-13.0%,-0.3%
CS(=O)(=O)c1ccc(C(=O)OC2CCOC2=O)cc1[N+](=O)[O-] (stereo unspecified),?,?,5.2%,-28.3%,-6.2%,14.0,-10.7%,20µM*,-8.0%
O=C(CSc1nnc(-c2ccc3c(c2)OCO3)n1-c1ccccc1)c1ccc(Cl)cc1,10.0%,30.8%,14.1%,1.5%,-2.6%,-6.9,-1.3%,-9.1%,2.8%
O=C(Nc1ccccc1C(=O)N1CCCC1)c1cccc(S(=O)(=O)N2CCCCC2)c1,12.4%,22.7%,1.7%,-6.5%,0.9%,-11.7,-1.8%,-6.7%,-17.6%
CCOC(=O)C1CCN(S(=O)(=O)c2ccc(C(C)=O)cc2)CC1,-19.0%,18.0%,-6.0%,8.9%,-2.8%,-18.3,0.6%,-5.9%,-2.5%

# Single records (already shown). Screens in order: Pol iota inh | POLB inh | APEX1 inh | Pol kappa inh | GRP78 ERSR act | LDHA block | BLM inh | POLH inh | Apoferritin bind
# `COc1ccc(C(=O)c2ccc(C)cc2)c(OC)c1OC` as listed: 106.8%[activator] | . | . | -9.5% | 6.2% | -0.6 | . | -7.6% | .
# `CCn1ccnc1CN(C)Cc1cn(C)nc1-c1ccccc1F` as listed: 51.3%[activator] | 10.8% | 1.2% | -11.9% | -1.2% | -6.8 | -0.7% | -11.4% | -6.0%

# The list goes on:
SMILES,Pol iota inh,POLB inh,APEX1 inh,Pol kappa inh,GRP78 ERSR act,LDHA block,BLM inh,POLH inh,Apoferritin bind
CCN1C(=O)/C(=C\c2cn(-c3ccccc3)nc2-c2cccnc2)SC1=S,121.4%[activator],23.2%,17.1%,3.3%,-1.3%,-6.9,-2.0%,-16.0%,-4.7%
O=S(=O)(Nc1cccc(Cl)c1)c1ccc(-n2cccn2)cc1,-10.9%,-21.7%,5.1%,-8.2%,-2.1%,-8.7,-4.4%,-13.6%,?
O=C(CSc1ccc(-c2ccc(F)cc2)nn1)N1CCCc2ccccc21,6.4%,-1.1%,-2.3%,-13.9%,-0.9%,-1.3,3.1%,-21.9%,?
COc1ccc2c(c1OC)C(=O)N1N=C(c3ccc(O)cc3)CC21 (stereo unspecified),0.7%,-8.8%,10.4%,-12.7%,2.3%,-0.8,1.8%,-1.1%,2.4%
COc1ccc(NC(=S)NC(=O)c2cncc(Br)c2)cc1,35.2%[activator],.,.,-8.0%,8.7%,-12.1,.,-8.7%,.
COc1cccc(/C=N/NC(=O)CNC(=O)c2ccco2)c1O,31.5%[activator],0.5%,1.2%,-0.4%,2.5%,3.2,-3.7%,-13.0%,5.2%
COc1ccc(C(=O)C2CCCN(C(=O)c3cc(C)on3)C2)cc1F (stereo unspecified),23.9%,18.7%,39.6%[activator],2.7%,-1.5%,0.0,-1.4%,-6.1%,-2.4%
CCc1ccc(CN2CCC(n3nccc3NC(=O)c3ccccc3Cl)CC2)cc1,10.7%,18.6%,27.7%,1.7%,-5.5%,-0.2,-1.2%,-11.6%,-16.0%
Cc1ccc(NC(=O)CCl)cc1S(=O)(=O)N1CCCCCC1,56.9%[activator],7.8%,-1.7%,-3.1%,-16.1%,-3.4,-1.8%,-22.5%,-10.3%
CCCn1nnc(NC(=O)COc2ccc(CC)cc2)n1,16.2%,-11.8%,12.4%,0.4%,-7.9%,-2.6,1.4%,-16.6%,-1.6%
CC(COc1ccc(/C=C/c2ccccc2)cc1)[N+](C)(C)C (stereo unspecified),17.3%,11.5%[57.1 µM],5.4%&-3.5%,-13.8%[60.1 µM],-5.3%&0.4%,-1.9,.,-10.0%,.
O=C(C1CCCN1S(=O)(=O)c1cccc2nsnc12)N1CCN(c2ccc(F)cc2)CC1 (stereo unspecified),33.8%[activator],-0.7%,39.0%,-9.2%,8.2%,-7.6,-1.0%,5.2%,-13.4%
COc1ccc(CC(=O)N2N=C(C)CC2(O)C(F)(F)F)cc1OC (stereo unspecified),134.6%[activator],52.2%,6.6%,1.2%,-3.6%,-5.0,-3.1%,-6.4%,-6.2%
CC(=O)N1C(C)(C)CC(=NOS(=O)(=O)c2ccccc2)CC1(C)C,-3.8%,21.1%,20.5%,11.0%,1.3%,1.2,-12.3%,1.2%,2.9%
Cc1cc(C)nc(N2CCCC(C(=O)NC3CC3)C2)n1 (stereo unspecified),24.4%,-14.3%,62.4%[activator],10.1%,-4.0%,-0.8,2.3%,-4.6%,-0.6%
COc1nnc(-c2ccc(C)c(S(=O)(=O)NC(C)(C)CO)c2)c2ccccc12,60.7%[activator],7.5%,-9.0%,-0.1%,-0.5%,2.9,3.9%,-16.1%,-13.1%
Cc1nc(-c2ccccc2)sc1-c1nc(-c2ccncc2)ncc1S(=O)(=O)c1ccccc1,32.8%[activator],18.6%,-4.5%,-4.6%,-0.1%,-3.4,-1.3%,-20.2%,-11.6%
CCC(=O)Nc1ccc(S(=O)(=O)N2CCC(c3nc4ccccc4[nH]3)CC2)cc1,33.1%[activator],.,36.2%,-20.3%,-3.3%,-4.7,.,-16.6%,.
CCOC(=O)c1c(NC(=O)c2ccccc2)sc2c(O)c(CN(CC)CC)ccc12,6.1%,37.2%,-5.7%,-8.3%,0.1%,2.9,-5.8%,1.4%,-19.6%
